# Screens deposited in PubChem by The Scripps Research Institute Molecular Screening Center.
# SRC1 TRFRET art: TR-FRET detection interference compounds, primary screen, artefact control for PPARgamma SRC-1 recruitment agonists, biochemical, TR-FRET emission ratio | TR-FRET detection artefact counter-screen; active compounds read high | 99,000 compounds, 0.34% hits | TR-FRET ratio at 8 µM | AID 1051, 2008; in the data active = TR-FRET ratio above about 2300; note: inactives centre near 1800
# SRC3 TRFRET art: TR-FRET detection interference compounds, artefact control for PPARgamma SRC-3 recruitment agonists, biochemical, TR-FRET ratio | TR-FRET ratio at 8 µM | 99,000 compounds, 0.39% hits | TR-FRET artefact counter-screen, PPARgamma/SRC-3 format; active compounds read high; in the data active = TR-FRET ratio above about 2000; note: inactives centre near 1600
# Numbers without * were called inactive.
SMILES,SRC1 TRFRET art,SRC3 TRFRET art
CCN(CC(=O)Nc1sc2c(c1C#N)CCC(C)C2)CC(=O)NC1CCS(=O)(=O)C1 (stereo unspecified),1694,1566
Nc1nc(N)nc(COc2ccccc2)n1,1622,1501
O=C(/C=C/c1ccc(Cl)cc1)Nn1c(-c2cccs2)nc2ccccc2c1=O,1734,1668
CCC(C)NC(=O)Cn1cnc([N+](=O)[O-])c1 (stereo unspecified),1690,1333
O=c1[nH]c(-c2ccccn2)cc2ccccc12,1775,1686
CCOc1ccc(NC(=O)C2=C(C)NC(=S)NC2c2ccc(O)c(OC)c2)cc1 (stereo unspecified),1574,1550
COc1ccc(CN2CCNC(=O)C2CC(=O)N(C)Cc2nccn2C)cc1OC (stereo unspecified),2137,1338
COc1ccc(-c2cc(=Nc3ccc(C(=O)O)cc3)c3cc(C)ccc3o2)cc1,2071,1782
COC(=O)Cn1c(=NC(=O)c2ccc(Cl)s2)sc2cc(C)ccc21,1904,1739
NC(=NC1CCCCC1)c1ccc(Cl)cc1,1921,1581
COC(=O)c1ccccc1NC(=O)NCc1c(C)nn(C)c1C,1792,1496
CCOC(=O)c1cc(NC(=O)Nc2ccc(Br)cc2)c(C)nc1C,1781,1715
Cc1coc(=N)n1CC(=O)c1ccc(Cl)cc1,1994,1641
CCOC(=O)c1cc(-c2ccccc2)n(CC(=O)Nc2ccc(OC)cc2)c1C,1806,1672
C=CCOc1ccc2nnc(C)n2n1,1602,1630
CCN(Cc1cnn(C)c1)Cc1nc(Cc2ccccc2Cl)no1,1750,1598
CC(=O)Nc1ccc(SCC(=O)O)cc1,1749,1553
Cc1ccc(C(=O)O)cc1NC(=O)CCc1ccccc1,1744,1659
COC(=O)c1cc(N=CC2=C(O)CC(C)(C)CC2=O)cc(C(=O)OC)c1,1749,1682
Cc1ccc(N2CC(C(=O)NCC3CCCO3)CC2=O)cc1Cl (stereo unspecified),1815,1784
N=C(N)SCc1ccccc1Cl,1785,1628
CCCNC(=O)Cn1cnc2sc(C(=O)N3CCN(CCC)CC3)c(C)c2c1=O,1611,1444
CC1(C)CC(=O)c2cc(OCC(=O)N3CCN(c4ccccc4F)CC3)ccc2O1,1869,1507
S=C(Nc1ccccc1Cl)N1CCN(Cc2ccccc2)CC1,1722,1479
O=C(Cn1ccc([N+](=O)[O-])n1)c1ccccc1,1783,1457
COc1ccc(-[n+]2c(C)cc(/C=C3\Sc4ccccc4N3C)cc2C)cc1,1720,1696
C=C(C)Cn1c(CNC(C)=O)nc2ccccc21,1891,1588
O=C(CNC(=O)c1ccc(Br)cc1)NCC(=O)OCC(=O)c1ccc([N+](=O)[O-])cc1,1747,1378
COc1ccccc1NC(=O)COC(=O)Cc1ccc(S(=O)(=O)N2CCCCC2)s1,1863,1677
O=C(c1ccccc1SCc1ccccc1)N1CCOCC1,1672,1664

# Part of the list above, tab-delimited:
Compound	SRC1 TRFRET art	SRC3 TRFRET art
Cc1ccc(N2CC(C(=O)NCC3CCCO3)CC2=O)cc1Cl (stereo unspecified)	1815	1784
N=C(N)SCc1ccccc1Cl	1785	1628
CCCNC(=O)Cn1cnc2sc(C(=O)N3CCN(CCC)CC3)c(C)c2c1=O	1611	1444
CC1(C)CC(=O)c2cc(OCC(=O)N3CCN(c4ccccc4F)CC3)ccc2O1	1869	1507
S=C(Nc1ccccc1Cl)N1CCN(Cc2ccccc2)CC1	1722	1479

# (listing goes on)
SMILES,SRC1 TRFRET art,SRC3 TRFRET art
O=C(COC(=O)CCC(=O)c1cccs1)NCc1ccc(Cl)cc1,1760,1554
CCOC(=O)c1c(C)[nH]c(C)c1C(=O)CSc1nnc(N)s1,1963,1580
Cc1c(C(=O)Nc2ccc3c4c(cccc24)CC3)cccc1[N+](=O)[O-],1932,1465
CC(C)(O)[C@H](O)COc1c2ccoc2cc2oc(=O)ccc12,1637,1722
COC(=O)c1ccc(NC(=O)Cn2nnc(-c3cccs3)n2)cc1,1641,1670
CCn1ncc(CNC(=O)C2(C)CC2(Cl)Cl)c1C (stereo unspecified),1515,1522
OCCCCNCc1ccc(OCc2ccccc2)cc1,1535,1448
O=C(O)c1csc(-c2ccc(Cl)cc2)n1,1903,1813
S=C(Nc1ccccc1Cl)NC1CC2CCCC(C1)N2C1CC1 (stereo unspecified),1888,1538
CC(C)OC(=O)CN1CCN(c2ccc(Cl)cc2)CC1,1890,1643
CC(C)=Cc1c(O)nc2ccccn2c1=O,1788,1486
c1ccc(-c2cc(-c3ccccc3)n3ncnc3n2)cc1,1873,1482
COc1ccc(CNC(=S)Nc2ccc3nc(N4CCOCC4)cc(C)c3c2)cc1,2002,1720
CC(C)(C)NC(=S)NNC(=O)c1ccncc1,1954,1612
COCC(=O)NC1CC2CCC(C1)N2C(=S)Nc1ccccc1C(=O)OC (stereo unspecified),1625,1574

# One compound at a time, as listed above. Order of values: SRC1 TRFRET art | SRC3 TRFRET art
# Listed for COc1ccc(CNC(=S)Nc2ccc3nc(N4CCOCC4)cc(C)c3c2)cc1 : 2002 | 1720
# Listed for CCOC(=O)c1c(C)[nH]c(C)c1C(=O)CSc1nnc(N)s1 : 1963 | 1580
# Listed for CC(C)OC(=O)CN1CCN(c2ccc(Cl)cc2)CC1 : 1890 | 1643
# Listed for O=C(COC(=O)CCC(=O)c1cccs1)NCc1ccc(Cl)cc1 : 1760 | 1554
# Listed for c1ccc(-c2cc(-c3ccccc3)n3ncnc3n2)cc1 : 1873 | 1482

# (cont.)
SMILES,SRC1 TRFRET art,SRC3 TRFRET art
O=c1[nH]c2ccc(NS(=O)(=O)c3ccc4ccccc4c3)cc2[nH]1,1877,1630
Cc1c(Cl)sn(-c2ccc(Cl)cc2)c1=O,1707,1367
C=CCc1cc(C)ccc1OCCOCCC(C(=O)OCC)C(=O)OCC,1675,1507
COC(=O)c1c(C)oc2ccc(N(C(=O)c3ccncc3)S(=O)(=O)c3ccc(C)cc3C)cc12,1749,1642
CCC(O)C1CCN(C(=O)c2cc(COc3ccc4ncccc4c3)on2)CC1 (stereo unspecified),1769,1543
COCCn1c(SCC(=O)Nc2ccc3c(c2)CCC3)nc2ccccc2c1=O,1779,1684
COc1cc(C2(O)CCCCC2C)cc(OC)c1OC (stereo unspecified),1812,1706
Cc1cccc(C(=O)OCC(=O)NC(C)CCc2ccccc2)c1 (stereo unspecified),1825,1630
COC(=O)CSc1cc([N+](=O)[O-])ccc1NC(=O)OC,1934,1585
O=c1c2ccc([N+](=O)[O-])cc2ncn1CCOc1cccc(Br)c1,1879,1461
CSc1ccccc1OC1CCN(Cc2ccccc2)CC1,1634,1472
Cc1ccc2cc(CN(CC3CCCO3)C(=O)Nc3ccccc3F)c3nnnn3c2c1 (stereo unspecified),1813,1488
O=C(O)c1ccccc1C(=O)N1CCN(C(=O)c2ccccc2Cl)CC1,2037,1598
Cc1cccc2sc(N(CCCN(C)C)C(=O)c3nc4ccccc4s3)nc12,1921,1606
COc1cccc(NC(=O)C(Sc2nnnn2C)c2ccccc2)c1 (stereo unspecified),1873,1703
O=C(Nc1nccs1)C1CC(=O)N(c2ccc(Cl)cc2)C1 (stereo unspecified),1755,1655
O=C(/C=C/c1ccccc1)Oc1ccccc1C(=S)N1CCOCC1,1830,1744
COc1cccc(CNC(=O)CSc2ccc(-c3ccncc3)nn2)c1,1594,1576
COc1ccc(CN(CC2CCC(C(=O)O)CC2)C(=S)Nc2cc(Cl)ccc2OC)cc1 (stereo unspecified),1947,1678
COc1cccc(OC)c1C(=O)NC(=S)NCc1ccco1,1757,1665
CC(C)(C)Nc1nc(Cl)nc(NC(C)(C)C)n1,1853,1715
CC(OC(=O)c1ccc2c(c1)C(=O)N(Cc1ccncc1)C2=O)C(=O)Nc1cccc(Cl)c1Cl (stereo unspecified),1983,1695
Cc1ccccc1/C=N/Nc1ccnc2cc(Cl)ccc12,2001,1508
CC1CCCC(NC(=O)COC(=O)Cc2c[nH]c3ccccc23)C1C (stereo unspecified),1711,1776
COC(=O)C1CCN(C(=O)/C=C/c2ccccc2)CC1,1878,1436
CC(=O)c1cc(C#N)c(NCCCN(C)C)nc1C,1767,1474
N#Cc1ccc(C(=O)Nc2ccn(-c3ccccc3)n2)cc1,1755,1382
COc1ccc(NC(=O)CSc2nnc(CNc3ccc(C)cc3)n2C)cc1,1846,1714
COc1ccc(-c2cc(C(=O)NCC3CCCO3)c3ccccc3n2)cc1 (stereo unspecified),1862,1578
CCOc1cc(/C=N/N=C2/NC(=O)C(CC(=O)O)S2)ccc1OCc1ccc(Cl)cc1Cl (stereo unspecified),1823,1778
Fc1ccccc1NC(=S)N1CCCCC1,1768,1522
CC(=O)NC1(c2ccc(F)cc2)CCN(C(=O)c2c(F)cccc2F)CC1,1650,1367
O=C(COc1cccnc1[N+](=O)[O-])NCCc1ccccc1,1737,1639
Cc1cc(C)c(S(=O)(=O)NC(C)C)c(C)c1-n1cnnn1,1627,1518
O=C(Nc1nnc(CSCc2ccc(Cl)cc2)s1)c1cccc([N+](=O)[O-])c1,1700,1650
O=C(Nc1ccncc1NC(=O)c1cccc([N+](=O)[O-])c1)c1cccc([N+](=O)[O-])c1,1952,1628
CCN1CCc2c(sc3c2c(NCc2ccco2)nc2nnnn23)C1,1811,1507
Cc1ccc(/C=N\NC(=O)CCc2n[nH]c(=O)[nH]c2=O)o1,1547,1523
CCC(CC)NC(=O)COC(=O)c1cc(SC)ccc1Cl,1816,1582
CCOC(=O)C(NC(=O)c1cccc(Cl)c1)(Nc1nnc(C)s1)C(F)(F)F (stereo unspecified),1713,1481
CCn1c(=O)c2cc(C(=O)N3CCN(C(=O)c4ccco4)CC3)sc2c2ccccc21,1694,1455
Cc1[nH]nc2c1C1(CCN(C(=O)OCc3ccccc3)CC1)C(C#N)=C(N)O2,2041,1671
Cc1ccc(OCC(=O)NC2CCCc3ccccc32)c(C)c1 (stereo unspecified),1850,1549
OCC1(Cc2cccc(F)c2)CCN(Cc2cccc3nccnc23)CC1,1949,1402
O=C(CN1CCN(Cc2ccccc2F)C1=O)NC1CCCC1,2063,1860
OCC1(Cc2ccccc2)CCN(Cc2cnn(-c3ccccc3F)c2)CC1,1753,1647
CCOC(=O)c1c(NC(=O)CCl)sc(CN(C)C)c1-c1ccccc1,1644,1636
CCOc1ccc(N(C)S(=O)(=O)c2ccc(C)c(C(=O)OCC(=O)c3c[nH]c4ccccc34)c2)cc1,1900,1564
Cc1ccc(NC(=O)CN2C(=O)N/C(=C/c3cc(C)n(-c4ccc(C(=O)O)cc4)c3C)C2=O)cc1,1781,1621
Cc1ccc(-c2cc(C(=O)N/N=C/C=C/c3ccccc3)n[nH]2)o1,1587,1755
CCN1CCN(C(=O)NC(c2ccc(C)c(F)c2)C(Cl)Cl)CC1 (stereo unspecified),1923,1469
[O-]/C(=C(\C(=S)Nc1ccccc1F)[n+]1ccccc1)c1ccc(-c2ccccc2)cc1,2348*,1857
Cc1ccc(C)c(-n2c(SCC(=O)N3CCC(C(=O)O)CC3)nnc2-c2cccc(Cl)c2)c1,1734,1731
CC1(C)CC(=O)C(C=NCCN2CCN(C3CC(=O)N(c4ccc(Cl)c(Cl)c4)C3=O)CC2)=C(O)C1 (stereo unspecified),1693,1446
Cn1c(CSc2ncccn2)nnc1SCC(=O)N1CCCc2ccccc21,1613,1486
CN(C)S(=O)(=O)c1cc(NC(=O)COC(=O)c2ccc3c(c2)OCO3)ccc1Cl,1952,1716
N#C/C(=N\Nc1ccc(Cl)cc1)C(=N)N1CCCCCC1,2005,1579
Cc1nc2cc(-c3ccccc3)nn2c(C)c1CCC(=O)NC(C)c1ccc2c(c1)OCCO2 (stereo unspecified),1736,1611
COc1ccc(Br)cc1/C=N/NC(=O)c1cc(OC)c(OC)c(OC)c1,1698,1509
O=C(NCc1ccco1)c1cccc(S(=O)(=O)N2CCc3ccccc32)c1,1922,1759
# Later entries.
SMILES,SRC1 TRFRET art,SRC3 TRFRET art
CC(=O)/C(=N/Nc1ccccc1)Sc1nnc(CCc2ccccc2)n1-c1ccccc1,2017,1646
O=C(NCc1ccccn1)C(=O)NCC(c1ccco1)N1CCOCC1 (stereo unspecified),1832,1532
C=CCOC(=O)C(C#N)c1nc2ccccc2nc1N1CCN(Cc2ccccc2)CC1 (stereo unspecified),1911,1578
Cc1ccc2c(c1)nnn2C1CCN(CC(=O)NNC(=O)c2ccco2)CC1,2036,1645
COc1ccccc1N(CC(=O)NCc1ccco1)S(C)(=O)=O,1582,1536
O=C1O/C(=C/c2ccccc2)c2ccccc21,1699,1535
CC(C)(C)C(=O)COC(=O)c1c2c(nc3ccccc13)CCC2,1709,1688
O=C(CCc1nc(-c2ccc(Cl)cc2)no1)NCC1CCCO1 (stereo unspecified),1691,1491
Cc1ccc(-c2nnc(N3CCOCC3)c3ccccc23)cc1S(=O)(=O)NCc1cccnc1,2040,1635
COC(=O)c1ccc2c(c1)C(=O)/C(=C/c1ccc(O)cc1)O2,1875,1740
COc1cccc(C(=O)N(c2ccccc2)C2C=CS(=O)(=O)C2)c1 (stereo unspecified),1594,1410
CCN(CC)S(=O)(=O)c1ccc2[nH]cc(C(=O)NCCCN3CCCCC3)c(=O)c2c1,1980,1596
Cc1cc(SCC(=O)Nc2cccc(S(=O)(=O)NC3=NCCCCC3)c2)c(C)cc1Br,1832,1715
CCOC(=O)c1[nH]c2c(c1-c1ccccc1)C(=O)CC(c1ccccc1)C2 (stereo unspecified),1930,1676
CCC(C)(C)NC(=O)CCn1c(-c2ccccc2)cc(C(C)=O)c1C,1806,1885

# At a glance, some entries already given:
SMILES,SRC1 TRFRET art,SRC3 TRFRET art
CC(=O)/C(=N/Nc1ccccc1)Sc1nnc(CCc2ccccc2)n1-c1ccccc1,2017,1646
O=C(NCc1ccccn1)C(=O)NCC(c1ccco1)N1CCOCC1 (stereo unspecified),1832,1532

# In the list so far, these have a tert-butyl group.
SMILES,SRC1 TRFRET art,SRC3 TRFRET art
CC(C)(C)NC(=S)NNC(=O)c1ccncc1,1954,1612
CC(C)(C)Nc1nc(Cl)nc(NC(C)(C)C)n1,1853,1715
CC(C)(C)C(=O)COC(=O)c1c2c(nc3ccccc13)CCC2,1709,1688
